ERp5 inh = inhibitors of ERp5-driven insulin aggregation, primary screen, biochemical, turbidity, absorbance 650 nm, single point | Protein disulfide-isomerase A6 (Homo sapiens), Q15084 | 90 min | inhibition, % at 9.99 µM | actives 0.05% (n = 350,000) | AID 651711, 2012;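 active = mean replicate inhibition above about 25%, with every replicate also reaching it, limit read from the data, passing the limit was not always enough; inconclusive = only one of those two criteria met; inactive = neither criterion met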
Target sequence (Q15084 whole entry, looked up): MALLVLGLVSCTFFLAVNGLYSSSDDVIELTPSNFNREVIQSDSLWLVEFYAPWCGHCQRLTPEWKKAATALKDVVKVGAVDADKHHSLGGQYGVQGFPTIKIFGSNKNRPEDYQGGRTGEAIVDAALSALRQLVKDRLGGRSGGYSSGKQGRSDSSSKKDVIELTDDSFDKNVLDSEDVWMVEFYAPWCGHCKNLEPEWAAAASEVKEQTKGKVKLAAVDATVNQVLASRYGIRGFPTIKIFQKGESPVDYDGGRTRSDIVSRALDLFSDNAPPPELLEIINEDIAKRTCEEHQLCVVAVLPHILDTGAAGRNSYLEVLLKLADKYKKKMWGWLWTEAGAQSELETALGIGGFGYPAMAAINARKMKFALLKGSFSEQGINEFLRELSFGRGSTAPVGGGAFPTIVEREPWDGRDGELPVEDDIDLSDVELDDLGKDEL
PglD inh = C. jejuni PglD acetyltransferase inhibitors, primary screen, biochemical, DTNB colorimetric, single point; UDP-N-acetylbacillosamine N-acetyltransferase PglD (Campylobacter jejuni); purified PglD enzyme, DTNB colorimetric CoA detection; inhibition, % at 12.5 µM; actives 0.098% (n = 360,000); in the data active = inhibition above about 16%, passing the limit was not always enough; inconclusive = no clear call, values can overlap the other calls; note: strong numbers were not always called active
DENV2 CPE rescue = inhibitors of DENV2 cytopathic effect, primary screen, cell-based, plate reader, single concentration | actives 1.7% (n = 350,000) | CPE inhibition, % at 9.99 µM | DENV2-infected cells, cytopathic effect rescue; in the data active = CPE inhibition above about 20%, passing the limit was not always enough; inconclusive = no clear call, values can overlap the other calls; tested in BHK-21 cells;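 note: 0% = median of neutral control wells and 100% = median of positive control wells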
SIRT5 inh = SIRT5 desuccinylase inhibitors, primary screen, biochemical, fluorescence imaging, single point, set 5; NAD-dependent protein deacylase sirtuin-5, mitochondrial (Homo sapiens), Q9NXA8; Purified SirT5, succinyl-peptide AMC, trypsin-coupled fluorescence; inhibition, % at 15 µM; actives 1.1% (n = 330,000); in the data active = inhibition above about 15%; inconclusive = no clear call, values can overlap the other calls
Target sequence (Q9NXA8 whole entry, looked up): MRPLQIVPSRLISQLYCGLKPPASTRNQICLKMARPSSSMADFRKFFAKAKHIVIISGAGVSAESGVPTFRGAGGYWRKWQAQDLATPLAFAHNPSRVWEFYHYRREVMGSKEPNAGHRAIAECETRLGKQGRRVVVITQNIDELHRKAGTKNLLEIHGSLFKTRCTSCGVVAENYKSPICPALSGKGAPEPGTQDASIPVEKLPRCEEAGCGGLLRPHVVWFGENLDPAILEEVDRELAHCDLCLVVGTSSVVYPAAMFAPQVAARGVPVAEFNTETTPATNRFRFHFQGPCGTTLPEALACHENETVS
E-sel inducer = E-selectin induction in HUVECs, primary screen, imaging, HUVEC, immunofluorescence imaging, single point. normalized: neutral wells 0, TNF-alpha wells 100. activation, % at 7.58 µM. actives 0.37% (n = 260,000). AID 686992, 2013;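 active = mean E-selectin-positive cell signal at least 10% of the positive control, reached in at least 60% of replicates, without over 20% cell loss; inconclusive = no rule given, readout overlaps actives, possibly toxicity-flagged; inactive = the rest, including those meeting only one limit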;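 note: in these data hits start at about 27%; measured in HUVEC primary endothelial cells; signal is the percent of cells scored E-selectin positive by PE staining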
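System: HUVEC, human umbilical vein endothelial cells; quantity: 3,000 cells/well; buffer or medium: EGM-2 medium, gelatin-coated wells; dosing: single-point compound dose; detection: immunofluorescence imaging; evaluation: % PE-positive cells; benchmarks: TNF-alpha, DMSO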
C2C12 statin = suppressors of statin myotoxicity in C2C12 myotubes, primary screen, cell-based, single point, plate reader | rescue of ATP level, % at 7.49 µM | actives 0.78% (n = 330,000) | C2C12 myotubes + simvastatin, ATP luminescence, 48 h; scaled: DMSO 0, geranylgeraniol control 100;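 active = mean ATP rescue above about 67%, or every replicate alone reaching that limit, limit read from the data, passing the limit was not always enough; inconclusive = no clear call, values can overlap the other calls; inactive = mean under the limit and some replicate under it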;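 note: myotubes were challenged with 10 µM simvastatin during compound exposure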
S100A4 inh HTS = inhibitors of S100A4-myosin IIA peptide binding, primary screen, biochemical, fluorescence polarization, TAMRA-MyoIIA peptide | actives 0.14% (n = 360,000) | inhibition, % at 10.7 µM | AID 652163, 2013;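 active = mean inhibition of at least 70% across replicates, with every replicate also reaching that level; inconclusive = mean inhibition reaches 70% but some replicates fall short; inactive = mean inhibition below 70%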
Target sequence (P26447 whole entry, looked up): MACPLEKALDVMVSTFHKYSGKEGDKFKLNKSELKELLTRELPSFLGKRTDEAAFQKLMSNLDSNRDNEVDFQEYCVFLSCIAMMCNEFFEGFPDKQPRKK
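Test system: S100A4 monomer protein. Medium: HEPES buffer with Ca2+, pH 7.2. Reagent: fluorescent myosin IIA peptide, 5 nM. Compound dosing: single-point compound testing. Timing: 5 min between mix addition and reading. Benchmarks: DMSO neutral and TFP positive wells.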
Active calls of the source: *; ? = inconclusive; nt = no result given; & = joins results of further samples. These rows are one share of the data (hit frequency here may not be typical).

molecule	ERp5 inh	PglD inh	DENV2 CPE rescue	SIRT5 inh	E-sel inducer	C2C12 statin	S100A4 inh HTS
CO[C@H]1CN(C)C(=O)c2cc(NC(=O)c3ccccc3F)ccc2OC[C@@H](C)N(CC2CCOCC2)C[C@H]1C	1.8	2.9	-1.2	3.6	0.1	-3.1	-5.7
O=C1CC(NS(=O)(=O)c2ccccc2)CN1c1ccc2c(c1)OCCO2 (stereo not drawn)	1.6	0.6	-8.8	0.2	nt	nt	-0.9
Cc1noc(C)c1NC(=O)Nc1cccc2c1O[C@@H](CN(C)C(=O)Nc1ccc(C(F)(F)F)cc1)[C@@H](C)CN([C@H](C)CO)C2=O	3.2	-0.5	-3.6	-3.4	0.0	8.4	-6.4
COc1ccc(CCNC(=S)N2CCN(S(=O)(=O)c3ccc(Cl)cc3)CC2)cc1	-0.4	-6.5	0.4	-0.5	-0.1	-13.2	-1.8
COCC(=O)N1[C@H](CO)[C@H]2c3ccccc3N(C(=O)NC(C)C)C[C@H]21	6.3	-1.8	2.0	-3.7	0.9	9.7	-0.5
CCCCCC(=O)N1C[C@H](n2cc(-c3ccc(F)cc3)nn2)[C@@H](O)C[C@@H]1c1ccc(OC)cc1	2.1	-3.5	-5.8	-1.8	nt	8.2	1.8
C=CCN(c1ccccc1)S(=O)(=O)c1cccc2cccnc12	-10.7	nt	-2.9	4.2	0.1	4.5	-1.9
COc1ccc(NC(=O)COc2cccc3c2CCN(C)C3=O)c(OC)c1	-0.7	-3.8	-1.1	-4.5	0.3	3.5	-1.8
CO[C@H]1CN(C)C(=O)c2ccc(NC(C)=O)cc2OC[C@@H](C)N(C(=O)c2ccccc2F)C[C@H]1C	nt	0.2	nt	nt	0.4	-3.0	nt
CC1CC(C)CN(C(=O)Cn2c(=O)oc3cc(S(=O)(=O)N4CCCC4)ccc32)C1 (stereo not drawn)	-2.2	-6.1	2.8	-5.3	nt	-2.8	-1.8
CCc1nc2ccc(C(=O)Nc3ccc(NC(C)=O)cc3)cn2c1N(C)CCC(C)C	2.2	6.1	-17.8	nt	-0.2	-23.9	-2.3
C[C@H]1CN([C@@H](C)CO)C(=O)c2cc(NS(=O)(=O)c3cccs3)ccc2O[C@@H]1CN(C)C(=O)Nc1ccc(C(F)(F)F)cc1	-8.8	2.5	12.1	4.6	-0.1	11.3	-4.5

Next part.
molecule	ERp5 inh	PglD inh	DENV2 CPE rescue	SIRT5 inh	E-sel inducer	C2C12 statin	S100A4 inh HTS
CS(=O)(=O)N1[C@H](CO)[C@H](c2ccccc2)C12CN(C(=O)c1ccccc1F)C2	?	nt	2.8	-3.6	-0.1	nt	8.1
COCOc1ccc(-c2cc(=O)c3c(O)cc(OCOC)cc3o2)cc1	3.4	8.6	0.6	3.2	nt	5.3	-7.1
C/C(=N\N=C(N)N)c1cccc([N+](=O)[O-])c1	8.3	nt	0.6	-2.2	-1.5	nt	-14.7
CC(C)CC#Cc1ccc([C@H]2[C@@H](CO)N3C(=O)CN(C(=O)NC4CCCCC4)C[C@H]23)cc1	1.2	nt	-2.4	0.3	-0.3	nt	-2.5
CN(C)C(=O)C[C@H]1C=C[C@H](NS(=O)(=O)c2ccccc2)[C@@H](CO)O1	-2.1	0.0	5.7	-1.1	-0.2	5.8	6.3
COc1cccc(NC(=O)CCNS(=O)(=O)c2ccc(Br)s2)c1	-1.0	-3.5	4.5	-3.2	0.6	22.6	-2.0
Cc1ccc(Nc2nc(N)nc(CN3CCN(Cc4ccccc4)CC3)n2)cc1Cl	0.6	nt	-7.3	0.8	nt	nt	-1.2
COc1ccccc1CNC(=O)COc1cc2c(c3oc(=O)cc(C)c13)CCC(C)(C)O2	2.6	-5.7	?	nt	nt	-16.6	6.1
CO[C@H](CN(C)C(=O)Nc1ccc(Cl)cc1)[C@H](C)CN(Cc1ccccc1Cl)[C@@H](C)CO	4.1	0.7	-0.3	2.9	0.1	-15.4	-9.7
C[N+](C)(C)CCN(Cc1ccc(Cl)cc1)c1ccccn1	nt	16.1	nt	nt	-0.2	-13.5	nt
OC[C@@H]1[C@H](c2ccc(-c3ccc(F)cc3)cc2)[C@@H]2CN(CCC(F)(F)F)CCCCN12	1.1	4.0	-5.8	3.9	0.2	nt	-0.3
Cc1cccc(NC(=O)COC(=O)c2cccs2)c1C	3.2	2.8	0.8	0.9	nt	-2.8	4.8

(cont.)
Order of results: ERp5 inh, PglD inh, DENV2 CPE rescue, SIRT5 inh, E-sel inducer, C2C12 statin, S100A4 inh HTS
NS(=O)(=O)c1ccc(CNC(=O)c2ccccn2)cc1
→ 9.1, 0.4, 2.2, 10.2, nt, 0.3, -1.2
O=C(NNc1c(Cl)cccc1Cl)c1cccs1
→ 5.8, 3.6, 3.5, -1.6, 0.1, 20.6, -20.3
O=C(NC(Cc1ccccc1)C(=O)O)/C(=C/c1ccc(Cl)cc1)NC(=O)c1ccco1 (stereo not drawn)
→ 6.3, 1.9, -0.5, -4.1, nt, 17.1, -6.6
Cc1cccc(C)c1NC(=O)CN(C)C(=O)C1CCCCC1
→ -5.7, -3.6, -4.1, -3.5, -0.5, 4.5, -3.6
COc1ccc(Cl)cc1NC(=O)c1cc(S(=O)(=O)N2CCCC2)cn1C
→ -7.0, 1.3, 1.4, 2.6, nt, -14.1, -0.4
Cc1ccc(N/N=C(\C#N)C(N)=S)cc1C
→ 0.9, nt, -5.1, -2.8, 6.4, nt, 8.7
CN1CCN(Cc2ccc(-c3ccc(Cl)cc3)o2)CC1
→ 2.3, -4.9, 2.6, 1.4, nt, nt, -1.0
Nc1ncnc2c1ncn2[C@@H]1O[C@H](C(=O)N[C@@H](CCc2ccccc2)C(=O)NCC(=O)N2CCOCC2)[C@@H](O)[C@H]1O
→ 0.8, nt, -4.3, -3.6, 1.4, nt, -4.0
Cc1nc(Nc2cccc(O)c2)c2oc3ccccc3c2n1
→ 1.3, -4.4, -0.3, -3.1, -0.3, -6.2, 4.1
CN1CCN(c2ccc(CNC(=O)c3ccco3)cc2)CC1
→ 3.3, nt, ?, -3.2, nt, nt, -1.8
COc1ccc(S(=O)(=O)N2CCN(Cc3cccs3)CC2)cc1OC
→ -6.9, 3.8, 7.4, -0.4, 0.1, -2.2, 0.4
CC(=O)OC(C(=O)NC1CCCCC1)c1ccccc1Cl (stereo not drawn)
→ -4.9, nt, -0.8, nt, nt, nt, -2.0
Cc1cc(OC(C)C(=O)Nc2ccc(S(=O)(=O)Nc3onc(C)c3C)cc2)cc(C)c1Cl (stereo not drawn)
→ -5.4, -0.6, 2.5, 2.3, -0.2, -1.9, 4.2
CN1c2ccc(-c3ccc(C#N)cc3)cc2[C@H]2[C@H](CCN2S(=O)(=O)c2ccc(F)cc2)[C@H]1CO
→ -1.0, -0.6, 12.4, -5.8, 0.2, 23.1, -4.1
COc1ccc(Cl)cc1Cn1c(C)c(C(=O)NCc2cccc(Cl)c2)sc1=O
→ 12.9, 3.0, 2.2, nt, nt, 2.7, -5.7
C#CCNC(=O)C1=C[C@H](c2coc3ccccc3c2=O)C[C@H](OCc2ccc(CO)cc2)O1
→ 0.5&0.6, -0.4&1.3, -7.4&-5.8, -2.1&-1.2, 0.1, 20.6, -5.0&1.1
O=C(COC(=O)c1cnc(Cl)c(Cl)c1)NC1CCCCCC1
→ 5.9, nt, 16.4, -2.0, -0.4, 5.9, 1.3
CCCN(C)C[C@@H]1OCCCC[C@@H](C)Oc2ccc(NC(=O)CCCN(C)C)cc2C(=O)N([C@H](C)CO)C[C@H]1C
→ 4.7, -2.2, -8.8, -5.6, 0.0, 32.7, -20.8
COc1cccc(CNC(=O)C[C@H]2C=C[C@H](NC(=O)C3CCOCC3)[C@@H](CO)O2)c1
→ 0.1, 0.4, 20.8*, -0.9, 0.0, 2.1, 11.1
COc1ccc([N+](=O)[O-])cc1NC(C)C
→ -0.2, 5.5, -0.8, -4.9, nt, nt, -0.1
COc1ccc(S(=O)(=O)NCc2ccc3c(c2)OCO3)cc1OC
→ 3.7, 1.1, -3.2, 1.8, nt, -1.5, 4.4
COc1ccc(C(C)=O)cc1CSc1ncccn1
→ 7.5, nt, -1.0, -2.6, 1.1, nt, -2.1
CCS(=O)(=O)N1Cc2ccccc2CC1C(=O)Nc1cccc(OC)c1 (stereo not drawn)
→ -2.6, 4.2, 1.2, -7.2, 0.0, 11.7, -1.1
Cc1c(OCC(=O)NC(Cc2ccc(Cl)cc2)C(=O)O)ccc2c3c(c(=O)oc12)CCC3 (stereo not drawn)
→ 11.9, 2.9, 9.3, -1.0, nt, 0.8, 2.2
COc1ccc(OC)c(S(=O)(=O)N2CCCC(C(=O)NC3CC3)C2)c1 (stereo not drawn)
→ -2.4, -4.3, ?, -1.6, -0.3, 38.6, 9.4
COc1ccc(Cn2cnc([N+](=O)[O-])c2)cc1[N+](=O)[O-]
→ 2.6, 8.2, 19.9, -4.1, -0.1, nt, -0.3
CN(C(=O)C1CCC(=O)N(Cc2cccc(F)c2)C1)C1CCCCC1 (stereo not drawn)
→ -10.0, 4.5, -1.2, -6.9, -0.1, 6.5, -12.4
Cc1ccc(S(=O)(=O)Nc2ccc3c(c2)CC(=O)N([C@@H](C)CO)C[C@H](C)[C@@H](CN(C)S(=O)(=O)c2ccccc2)O3)cc1
→ nt, 2.4, -0.2, nt, -0.1, 26.0, nt
O=C(C1CCCN(c2nnc(-n3cccc3)s2)C1)N1CCN(c2ccccc2)CC1 (stereo not drawn)
→ 4.0, -6.2, -1.9, -2.1, ?, -2.5, -3.9
COc1cccc(NC(=O)N2CC(=O)N3[C@H](C2)[C@H](c2ccc(C#CC4CCCC4)cc2)[C@@H]3CO)c1
→ 5.5, nt, 13.9, 7.7, 1.8, nt, -18.0

Fetched by structure from the entries so far (three):
Order of results: ERp5 inh, PglD inh, DENV2 CPE rescue, SIRT5 inh, E-sel inducer, C2C12 statin, S100A4 inh HTS
Cc1cc(OC(C)C(=O)Nc2ccc(S(=O)(=O)Nc3onc(C)c3C)cc2)cc(C)c1Cl (stereo not drawn)
→ -5.4, -0.6, 2.5, 2.3, -0.2, -1.9, 4.2
CN1CCN(c2ccc(CNC(=O)c3ccco3)cc2)CC1
→ 3.3, nt, ?, -3.2, nt, nt, -1.8
O=C(COC(=O)c1cnc(Cl)c(Cl)c1)NC1CCCCCC1
→ 5.9, nt, 16.4, -2.0, -0.4, 5.9, 1.3

More compounds.
Order of results: ERp5 inh, PglD inh, DENV2 CPE rescue, SIRT5 inh, E-sel inducer, C2C12 statin, S100A4 inh HTS
O=S(=O)(c1ccccc1)N1CCN(Cc2c(O)ccc3ccccc23)CC1
→ -0.3, 2.6, -3.1, -4.1, nt, 8.4, -11.3
CC1=CN2C(=N)/C(=C/c3ccco3)C(=O)N=C2S1
→ -4.1, nt, -0.7, -2.8, -0.1, nt, 2.6
N#CCCN1CCN(S(=O)(=O)c2cc(Cl)ccc2Cl)CC1
→ 1.7, 4.8, 2.8, -2.2, -0.4, 0.3, -2.2
N=c1n(CC(=O)c2cccc([N+](=O)[O-])c2)c2ccccc2n1Cc1ccccc1
→ -4.9, 3.4, nt, 2.5, nt, -6.7, -1.3

Screening results: PubChem, Broad Institute
